S1P4 agonist: human S1P4 receptor agonism; S1P4-expressing cell line, agonist reporter assay; activation, % at 4.98 µM; 0.35% of 220,000 active; in the data active = activation above about 11%;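 also: 0% = DMSO vehicle and 100% = reference agonist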
Ba/F3 V617F tox: reduce viability of Ba/F3 cells dependent on JAK2V617F | Ba/F3 EpoR-JAK2V617F viability, ATP luminescence | inhibition, % at 5.6 µM | 1.1% of 220,000 active | AID 1446;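 active = inhibition above the campaign mean plus 3 SD over all tested compounds, cut at about 24% in these data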;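 also: cytokine-independent growth of Ba/F3 cells driven by EpoR plus mutant JAK2; 0% = DMSO-treated cells and 100% = JAK inhibitor I control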
EP2 mod: modulators of human EP2 prostaglandin E2 receptor | P43116 | EP2-expressing cells, cAMP HTRF FRET, PGE2 co-stimulation | induction, % at 25 µM | 0.83% of 260,000 active;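 active = compounds whose cAMP rise, as percent of the full-agonist control response, exceeds 60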;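 also: rat C6 glioma line stably carrying human EP2 under a CMV promoter; the protocol text gives 20 µM as final concentration; 100% = response of wells given 1 µM PGE2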
PERK inhibitor: inhibitors of human PERK kinase; 0.17% of 220,000 active; CHO PERK-DD fusion, SEAP luminescence translation reporter; inhibition, % at 5.6 µM; Q9NZJ5;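 active = inhibition above the mean inhibition of all tested compounds plus 3 SD, set separately per screening campaign, cut at about 2.9% in these data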;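 also: PERK kinase domain activated by AP20187 dimerizer at 100 nM; 0% = DMSO with dimerizer and 100% = rapamycin at 8.4 µM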
Target sequence (Q9NZJ5 whole entry, looked up, the tested form may be a part): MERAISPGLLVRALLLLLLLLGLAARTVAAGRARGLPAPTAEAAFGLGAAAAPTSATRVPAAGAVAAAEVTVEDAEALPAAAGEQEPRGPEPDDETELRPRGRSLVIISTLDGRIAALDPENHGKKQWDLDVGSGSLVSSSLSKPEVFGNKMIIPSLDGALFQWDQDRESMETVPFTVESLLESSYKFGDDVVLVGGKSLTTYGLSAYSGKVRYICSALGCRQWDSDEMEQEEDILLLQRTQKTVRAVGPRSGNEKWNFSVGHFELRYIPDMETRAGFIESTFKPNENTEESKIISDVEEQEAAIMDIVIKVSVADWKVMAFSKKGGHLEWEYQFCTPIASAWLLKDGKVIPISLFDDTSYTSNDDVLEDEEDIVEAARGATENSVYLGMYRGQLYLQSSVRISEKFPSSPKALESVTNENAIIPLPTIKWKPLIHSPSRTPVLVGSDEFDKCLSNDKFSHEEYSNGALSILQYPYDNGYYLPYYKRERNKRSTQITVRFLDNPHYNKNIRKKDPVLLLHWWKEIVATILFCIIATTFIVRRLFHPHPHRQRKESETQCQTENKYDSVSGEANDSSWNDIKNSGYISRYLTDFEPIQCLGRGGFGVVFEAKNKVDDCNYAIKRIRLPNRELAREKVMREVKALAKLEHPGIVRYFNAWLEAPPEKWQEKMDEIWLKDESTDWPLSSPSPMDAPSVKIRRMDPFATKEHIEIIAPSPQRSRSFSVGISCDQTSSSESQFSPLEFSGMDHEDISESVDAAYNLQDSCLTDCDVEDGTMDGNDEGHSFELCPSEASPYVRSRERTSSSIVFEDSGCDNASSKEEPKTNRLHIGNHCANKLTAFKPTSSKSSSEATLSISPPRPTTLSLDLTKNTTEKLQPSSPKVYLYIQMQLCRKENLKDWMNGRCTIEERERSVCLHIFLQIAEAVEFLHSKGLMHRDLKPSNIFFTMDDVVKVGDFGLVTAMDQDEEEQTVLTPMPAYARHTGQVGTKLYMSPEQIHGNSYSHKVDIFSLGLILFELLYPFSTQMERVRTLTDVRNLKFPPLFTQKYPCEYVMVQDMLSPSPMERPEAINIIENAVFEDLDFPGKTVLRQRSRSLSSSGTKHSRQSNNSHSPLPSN
TRPML3 ag: agonists of human TRPML3 channel; Q8TDD5; HEK293 TRPML3-YFP, Fluo-8 calcium fluorescence; 100% = the carbachol control signal; activation, % at 3 µM; 0.29% of 220,000 active; AID 1448;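 active = activation above its plate's cutoff, the mean activation of the plate's test wells plus 3 SD, cut at about 12% in these data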;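 also: 0% = DMSO only wells and 100% = carbachol wells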
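Material: HEK293 cells stably carrying human TRPML3-YFP; compound dosing: single dose, 3 µM final nominal compound, 0.3% DMSO final; incubation: 1-h 37 °C dye load, 5-s basal, 120-s post-compound reads; technique: Fluo-8 intracellular calcium fluorescence, excitation 470-495 nm, emission 515-575 nm; read-out basis: percent activation from peak-to-basal fluorescence ratio, scaled between DMSO and carbachol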
m-calpain inh: inhibitors of pig calpain II; purified calpain II, fluorogenic peptide substrate, 30 min; inhibition, % at 16 µM; AID 1236; 0.37% of 220,000 active;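 active = inhibition above about 50%, limit read from the data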
S1P4 antag: antagonists of human S1P4 receptor | O95977 | S1P4-expressing cells, antagonist mode, reporter read-out | inhibition, % at 4.98 µM | 0.26% of 220,000 active; in the data active = inhibition above about 29%;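 also: 0% = wells stimulated with agonist and 100% = vehicle wells without agonist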
zfTRPN1 agonist: zebrafish TRPN1 (NompC) channel agonism. HEK293 zebrafish TRPN1-YFP, Fluo-8 calcium fluorescence; 100% = response to 87 µM carbachol. activation, % at 3 µM. 0.18% of 220,000 active. AID 1424;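 active = activation above its plate's cutoff, the mean activation of test wells on that plate plus 3 SD, cut at about 19% in these data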;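 also: 0% = DMSO alone and 100% = 87 µM carbachol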
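Material: zebrafish TRPN1-YFP in HEK293 cells. Doses: one dose of 3 µM, 0.3% DMSO. Incubation: dye 1 h 37 °C plus 30 min RT. Measured by: intracellular calcium fluorescence with Fluo-8.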
BaF3 tox: parental Ba/F3 viability inhibition as JAK2V617F counter-screen | inhibition, % at 5.6 µM | 1.1% of 220,000 active | AID 1486 | CellTiter-Glo ATP luminescence;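 active = inhibition above a per-campaign cutoff, the mean inhibition of all tested compounds plus 3 SD, cut at about 27% in these data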;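 also: 0% = DMSO wells and 100% = JAK Inhibitor I control wells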
* marks the source's active call; other numbers are inactive results.

SMILES	S1P4 agonist	Ba/F3 V617F tox	EP2 mod	PERK inhibitor	TRPML3 ag	m-calpain inh	S1P4 antag	zfTRPN1 agonist	BaF3 tox
COc1cccc(-c2nc(CCl)cs2)c1OC	-1.2	-2.8	-57.0	1.1	-0.7	-11.9	-9.5	-0.2	3.3
Cc1cc(OCC(O)CN(CCO)CCO)ccc1Cl (configuration not stated)	-1.1	-2.5	-9.6	2.4	0.9	23.1	-12.6	-0.4	4.5
C=CCn1c(C)nnc1SCC(=O)c1[nH]c(C)c(C(C)=O)c1C	-1.7	0.6	10.4	-0.6	0.4	12.8	-15.4	0.2	-0.1
COc1ccccc1N1CCN(C(=O)CCn2c(=O)[nH]c3ccsc3c2=O)CC1	-0.6	-3.0	-0.3	0.9	0.7	12.4	-16.4	-0.1	-1.0
Cc1ccc2cc(CN(C)C(=O)C3CCCO3)c(=O)[nH]c2c1 (configuration not stated)	-0.3	-5.0	8.1	0.2	1.2	-17.7	2.6	0.8	6.2
Cc1c(NC(=O)c2ccccc2F)c(=O)n(-c2ccccc2)n1C	-2.6	-1.9	11.4	-0.5	0.1	-35.3	-5.4	-0.3	-0.3
O=C(OCc1cc([N+](=O)[O-])cc2c1OCOC2)c1ccccn1	0.1	-1.9	-1.4	1.0	-0.1	13.0	-11.8	0.5	3.5
O=C(O)C1=C[C@@H](c2ccc(C(F)(F)F)cc2)C[C@@H](OCc2ccc(CO)cc2)O1	-1.0	0.6	-11.3	2.0	1.2	21.5	-1.1	3.5	-4.0
COc1cccc(N=c2oc3c(C)ncc(CO)c3cc2C(N)=O)c1	1.2	3.9	6.9	-0.5	1.1	9.7	-23.1	1.3	3.9
CCOc1ccc(/C=N/NC(=S)Nc2c(C)cccc2C)cc1	-1.2	-3.9	-52.7	-0.5	0.2	9.9	0.1	-2.7	1.5
CCN1CCN(c2ncc(C(=O)Nc3ccccc3C(=O)OC)c3ccccc23)CC1	0.7	0.0	-15.2	-2.1	1.0	-6.2	-20.9	0.2	4.8
C=CCN1C(=O)C(C)(C)N(C(C)=O)c2ccccc21	5.0	0.1	22.9	0.4	1.3	-1.2	5.3	0.7	3.4
CC(CC(=O)Nc1ccccc1)n1ccnc1 (configuration not stated)	0.3	4.2	13.9	0.1	0.5	32.6	-14.6	0.3	1.1
O=C(/C=C/c1ccco1)NC(=S)Nc1nc(-c2ccc3ccccc3c2)cs1	-1.6	5.9	0.7	1.2	0.8	-47.8	-22.9	0.0	-5.9
O=C(Nc1cccc2ccccc12)c1ccc(Cn2cc(Cl)cn2)cc1	0.9	-0.6	-23.7	-0.3	0.5	26.0	5.0	1.3	2.1
CCOC(=O)N1CCC(NC(=O)C(Cc2ccccc2)NC(=O)c2ccco2)CC1 (configuration not stated)	0.2	3.0	6.2	-0.5	1.1	-17.2	-7.9	-0.9	5.1
Cc1ccc(CNC(=O)C2CCN(S(=O)(=O)N3CCC4(CC3)OCCO4)CC2)cc1	3.3	-0.5	5.8	-0.7	0.7	2.8	-4.7	-1.3	2.2
CCc1cccc2c(C(=O)CSc3nncn3-c3ccccc3OC)c[nH]c12	6.1	-3.4	-10.5	0.5	0.1	-9.3	-0.4	-0.2	1.3
Cc1nn(-c2ccccc2)c(Cl)c1C(=O)OC(C)C(=O)Nc1ccc2c(c1)OCO2 (configuration not stated)	-0.5	1.6	-15.4	-0.2	-0.4	-22.2	-1.5	-0.6	-1.2
Cc1cc(C)c(N(C(=O)Cn2nnc3ccccc32)C(C(=O)NC(C)(C)C)c2ccsc2)c(C)c1 (configuration not stated)	0.4	-4.7	40.8	-0.8	-0.3	-86.3	-5.5	-1.2	-1.3
CCOc1cc(N2CCOCC2)c(OCC)cc1NCC(=O)N1CCN(Cc2ccccc2)CC1	-2.9	-2.3	30.9	0.7	-0.3	0.0	-8.7	-0.9	2.4
COc1ccccc1-c1c(C)nn2c(N3CCN(c4ccccc4OC)CC3)cc(C)nc12	0.8	-0.4	-10.0	-0.1	-0.1	-422.0	-1.1	-0.1	0.3
CCn1nc(NC(=O)c2ccccn2)c2cc3cc(C)ccc3nc21	3.8	2.0	-19.6	-0.7	0.7	-78.9	-0.6	-0.7	1.7
O=S(=O)(c1cccs1)N1CCN(c2ncccn2)CC1	0.4	-3.6	20.3	0.5	0.4	-15.8	-5.3	0.4	-1.0
Cc1c(N(C(=O)c2cnccn2)C2(C(=O)NC3CCCC3)CCCCC2)c(=O)n(-c2ccccc2)n1C	-0.3	-1.4	20.6	0.3	0.7	2.9	10.8	1.2	4.4
CCOc1cc(S(=O)(=O)NCc2cccnc2)c(C)cc1C	1.5	1.1	23.9	1.0	0.1	-14.6	-8.1	-1.3	8.3
CCCCC(CC)C(=O)Nc1ccc(S(=O)(=O)Nc2nccs2)cc1 (configuration not stated)	0.7	0.4	-21.6	1.2	-0.4	-11.4	0.6	-0.8	-3.5
c1ccc(COC2CCCN(Cc3nc(-c4cnccn4)no3)C2)cc1 (configuration not stated)	-0.9	3.1	15.8	0.7	0.9	-12.7	7.6	1.6	11.0
Cc1ccc(CCNC(=O)C2CCN(S(=O)(=O)c3cccc4nsnc34)CC2)cc1	0.9	0.8	-39.5	-0.3	0.9	10.8	-9.6	-0.3	2.8
Nc1nc(SCC(=O)Nc2ccc3c(c2)CCC3)n[nH]1	1.3	-1.3	7.4	1.0	0.6	-10.4	-20.5	-0.5	4.8
CCN1CCN(C(=O)c2nn(-c3ccc(OC)cc3)c(=O)c3c2c2ccccc2n3C)CC1	1.5	-1.4	15.1	-1.2	0.9	-14.8	2.9	0.7	3.0
COc1ccc(OCCC(=O)OCC(=O)Nc2cccc(Br)c2)cc1	2.3	0.9	-0.3	0.1	0.2	-0.1	-3.4	-2.2	4.7
COc1cc(NC(=O)CSc2nc(C)cc(C)n2)cc(OC)c1OC	0.7	1.1	-14.2	1.9	0.9	15.4	-15.1	0.5	2.7
O=C(N/N=C/c1cc([N+](=O)[O-])ccc1O)/C(=C\c1cccs1)NC(=O)c1ccccc1	-0.1	-2.3	1.3	1.3	0.2	-41.9	-9.1	-2.4	7.2
COC(=O)CN1C(=O)COc2ccc(Cl)cc21	-1.1	-1.0	7.5	0.4	0.3	-12.4	7.0	0.2	2.3
Cc1cccc(N2CCN(Cc3nc(-c4ccccc4Cl)oc3C)CC2)n1	-2.1	-2.9	-7.2	0.1	0.1	24.7	-20.9	-1.5	2.7
CC1CC(=S)Nc2ccccc2N1Cc1ccccc1 (configuration not stated)	1.0	-0.5	48.4	0.0	1.7	33.5	-10.4	-3.5	5.8
O/N=C1\CCCc2nnc3c(c21)CCCC3	-0.8	-0.7	19.6	-0.6	0.9	-6.3	-5.7	1.1	2.0
CC(=O)c1c(C)nc2ccc(C)cc2c1-c1ccccc1	2.1	-3.6	37.4	0.5	-1.0	-8.6	-13.6	-2.3	-0.1
COc1ccc(CCNC(=O)c2nc3ncccn3n2)cc1OC	-1.4	5.7	2.9	0.7	0.4	-0.4	-2.8	0.8	4.4
Cc1ccc2nc(Nc3nc(CSc4nnnn4-c4ccccc4)cc(=O)[nH]3)nc(C)c2c1	2.4	1.8	9.2	-0.7	1.0	-95.3	-12.5	-0.6	6.1
CC(C)c1csc(CN2CCC(CO)(Cc3ccccc3)CC2)n1	-0.3	3.8	-89.1	-0.2	2.6	22.7	-5.9	5.2	5.2
O=C(N/N=C1/C(=O)c2cccc3cccc1c23)c1ccc(Cl)cc1	0.3	-1.0	12.4	-1.0	0.3	-72.0	-21.1	-1.1	4.1
Cc1cc(C(F)(F)F)nn1CC(=O)N1CCCC1	-1.5	-2.9	2.3	1.0	-0.2	21.7	-7.8	0.8	-0.8
C/C(=N\NC(=O)C1CCCN(S(=O)(=O)c2ccccc2)C1)c1cccnc1 (configuration not stated)	0.7	3.0	-19.5	0.2	-0.1	-0.3	-3.6	1.3	5.0

A section from further up:
SMILES	S1P4 agonist	Ba/F3 V617F tox	EP2 mod	PERK inhibitor	TRPML3 ag	m-calpain inh	S1P4 antag	zfTRPN1 agonist	BaF3 tox
COc1cccc(-c2nc(CCl)cs2)c1OC	-1.2	-2.8	-57.0	1.1	-0.7	-11.9	-9.5	-0.2	3.3
Cc1cc(OCC(O)CN(CCO)CCO)ccc1Cl (configuration not stated)	-1.1	-2.5	-9.6	2.4	0.9	23.1	-12.6	-0.4	4.5
C=CCn1c(C)nnc1SCC(=O)c1[nH]c(C)c(C(C)=O)c1C	-1.7	0.6	10.4	-0.6	0.4	12.8	-15.4	0.2	-0.1
COc1ccccc1N1CCN(C(=O)CCn2c(=O)[nH]c3ccsc3c2=O)CC1	-0.6	-3.0	-0.3	0.9	0.7	12.4	-16.4	-0.1	-1.0

Next section
SMILES	S1P4 agonist	Ba/F3 V617F tox	EP2 mod	PERK inhibitor	TRPML3 ag	m-calpain inh	S1P4 antag	zfTRPN1 agonist	BaF3 tox
CC(=O)N1CCN(C(=O)COc2ccccc2C(=O)Nc2ccccc2)CC1	1.6	0.3	5.3	0.1	1.7	30.4	-4.8	0.4	2.4
CC1(C)Cc2c(sc3[nH]c(=S)n(Cc4ccco4)c(=O)c23)CO1	-1.0	2.4	37.3	1.4	1.4	21.7	13.4	1.5	8.6
CCOc1ccccc1NC(=O)COC(=O)CC(NC(N)=O)c1ccc(Cl)cc1 (configuration not stated)	1.1	-4.9	-14.6	0.7	0.1	6.0	-3.3	-1.1	1.1
C/C(=N\N=C(N)N)c1ccc(C)c(C)c1	-1.3	-4.6	-20.8	0.1	1.1	-14.2	-12.1	-0.8	-1.3
CCOC(=O)C1(CC)NC(c2ccc(N(C)C)cc2)C2C(=O)N(C)C(=O)C21 (configuration not stated)	0.8	-2.9	4.6	-0.2	-0.3	-15.4	-8.0	1.1	2.2
O=C(CN1CCN(C/C=C/c2ccccc2)CC1)Nc1ccccc1C(=O)NC1CC1	-0.7	-1.8	6.3	-1.6	0.9	-10.5	-18.7	-0.2	-3.4
CCc1ccc(-n2c(Cn3nc(C(F)(F)F)cc3C)n[nH]c2=S)cc1	0.4	-4.0	19.7	0.8	0.0	-25.4	-21.7	1.4	-0.2
CCC(=O)NNC(=O)CCC(=O)Nc1cccc(Cl)c1C	-1.4	-3.4	18.0	3.0*	0.1	3.2	-3.2	-1.1	1.5
COc1ccc(NC(=O)CSc2nc3c(c(=O)n2-c2ccc(F)cc2)SCC3)c(OC)c1	13.1*	-0.8	-0.3	-1.3	0.2	-98.0	-18.4	-1.5	2.5
CC(C)(C)c1ccc(/C=C/C(=O)c2ccc(NC3=NCCCS3)cc2)cc1	0.6	0.6	0.6	0.0	1.3	-44.8	3.8	-0.8	2.8
COc1cc(NS(=O)(=O)c2ccc(NC(=O)CSC3=NCCS3)cc2)nc(OC)n1	-0.2	0.2	5.0	0.7	0.4	-27.1	4.3	0.5	2.7
COC(=O)CN(c1ccc(OC)c(OC)c1)S(C)(=O)=O	-0.3	1.0	9.7	-0.1	0.2	-31.1	-16.7	0.3	4.6
CCCOc1ccc(CNC(=O)Cn2ncc3ccccc32)cc1	-1.7	8.0	-11.5	-0.5	-1.7	13.0	7.6	-1.4	0.8
COc1ccccc1-n1c(SCC(=O)NC2CCS(=O)(=O)C2)nc2cc([N+](=O)[O-])ccc21 (configuration not stated)	3.1	-0.8	6.8	0.2	1.1	13.7	-18.7	0.2	6.1
CC(NC(N)=O)C(=O)OCC(=O)c1ccc(-c2ccccc2)cc1 (configuration not stated)	2.2	-1.4	-36.0	0.5	0.2	-57.4	-10.1	1.6	8.9
